# sdo1 growth – sdo1-depleted yeast growth rescue | S. cerevisiae sdo1-depleted JHY4D growth rescue, OD600 30 h; hits give high values; pdr5 snq2 efflux-pump mutant strain | z-score at 10 µM | hit rate 0.21% among 140,000;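 active = z-score above 3 at both the 24 hr and the 30 hr optical density reads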;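 also: z-score against mean and SD of all compound wells on the same plate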
# Insulin prom inh – TRM-6 insulin promoter activity inhibition. TRM-6 cells (human fetal islet line), insulin promoter-eGFP reporter, imaging; reporter expression induced with tamoxifen. inhibition, % at 2 µM. hit rate 0.9% among 130,000. AID 1273;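 active = inhibition above the mean plus 3 SD, with well images judged a real hit on visual review, cut at about 60% in these data, passing the limit was not always enough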
# sdo1 growth Rescue 24 h – also measured in sdo1 growth; calls as there; z-score; S. cerevisiae sdo1-depleted JHY4D growth rescue, OD600; measured here: growth rescue at 24 h;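 0 is the plate mean of compound wells and units are plate SD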
# An asterisk follows results filed as active; . = no result given.
SMILES,sdo1 growth,sdo1 growth Rescue 24 h,Insulin prom inh
Cc1cc(S(=O)(=O)Nc2cccc(O)c2)c(C)s1,-0.29,-0.45,7
CCOC(=O)CC1ON(C)C(=O)N1c1ccc(Cl)cc1Cl (stereo not given),0.21,-0.27,-57
CC(=O)c1cc2c(cc1NC(=O)CN1CCCCCCC1)OCO2,0.23,-0.34,-5
Cc1ccc(C(=O)N2CCCC2)cc1S(=O)(=O)Nc1cccc(C)c1C,.,.,-29
Cc1cc([N+](=O)[O-])nn1CC(=O)NCc1nc2ccccc2[nH]1,.,.,31
COc1ccccc1NC(=O)CN1C(=O)C2(OCCCO2)c2ccccc21,0.96,1.4,-65
CSc1nn2cc(CCN3CCOCC3)c(-c3ccc(F)cc3)nc2c1C#N,.,.,-156
C/C(=N/NS(=O)(=O)c1ccc(Cl)cc1)c1cccc(NC(=O)c2ccc(Cl)cc2Cl)c1,-1,-0.72,0
O=C(NNC(=S)Nc1cccc(C(F)(F)F)c1)c1ccccc1Cl,0.57,0.2,35
Cc1nc(NC(=O)C(Cl)Cl)sc1C(=O)N(C)C,0.25,-0.58,42
COc1ccc(-c2noc(CCC(=O)Nc3cccc(C)c3)n2)cc1,0.05,0.25,-7
Cc1ccc(-c2noc(CCC(=O)NCCc3ccccc3Cl)n2)cc1,-0.65,0.08,57
CC1CCCCN1C(=O)CSc1nc2ccccc2n1CC(=O)N1CCc2ccccc21 (stereo not given),-0.02,0.81,31
CCOc1cc2[nH]c(=O)n(CCCCC(=O)NCc3ccco3)c(=O)c2cc1OCC,1.7,2,22
Cc1cc(=O)oc2cc(OCC(=O)N/N=C/c3cc([N+](=O)[O-])ccc3O)ccc12,-0.02,-0.49,.
O=C1c2ccc3c4c(ccc(c24)C(=O)N1c1ccc2ccccc2c1)CC3,-1.6,-0.42,20
COc1ccc(CC(=O)NCc2ccco2)cc1OC,0.19,-0.05,-46
O=C(CN1CCCCC1)Nc1cc(Cl)ccc1Cl,0.26,-0.71,.
CC1C/C(=N/Nc2ccc([N+](=O)[O-])cc2[N+](=O)[O-])CC(C)(C)C1 (stereo not given),-0.75,-0.71,0
CCCCNc1c([N+](=O)[O-])cc(C(=O)O)cc1[N+](=O)[O-],0.45,0.05,16
O=C(O)[C@H](Cc1ccccc1)NC(=O)N1CCOCC1,-0.37,-0.98,-100
CCOC(=O)Cc1nnc(NC(=O)C(CC)Sc2nncn2C)s1 (stereo not given),1,0.83,0
CC(CN1CCN(C)CC1)OC(=O)c1ccccc1Cl (stereo not given),0.96,-0.04,18
CCOC(=O)C1CCN(S(=O)(=O)c2ccc(NC(=O)OC)cc2)CC1,1,1.1,26
O=C(/C=C/c1ccco1)NC1=NCCS1,0.63,0.31,-16
O=C(Nc1ccc2ccccc2c1)NC1CCS(=O)(=O)C1 (stereo not given),.,.,67
CC(=O)Nc1cccc(Cn2cccn2)c1,0.72,-0.03,-1
O=C(Cn1c(C(F)(F)F)nc2ccccc21)N/N=C/c1ccco1,.,.,27
O=C1CCCN1c1ccc(S(=O)(=O)NCc2ccco2)cc1,0.07,-0.1,33
O=C(O)c1ccc2c(=O)n3c(nc2c1)/C(=C/c1ccccc1C(F)(F)F)CCCC3,1.7,2,.
CCCCn1c(SCC(=O)N2CCCC2)nc2cc(S(N)(=O)=O)ccc21,.,.,14
COC(=O)CN1C(=S)N(c2ccc(Cl)cc2)C(=O)C1CC(=O)Nc1ccc(F)cc1 (stereo not given),0.98,1.5,.
O=C(NCc1ccccc1)c1cnc2n(c1=O)CCS2,0.63,0.73,-38
CC1CCCCC1NS(=O)(=O)c1ccc(S(=O)(=O)NCc2ccncc2)cc1 (stereo not given),0.71,-0.13,.
CCN(CC)S(=O)(=O)c1cc(-c2nn(C)c(=O)c3ccccc23)ccc1C,-1,-0.16,-7
CC(C)[C@@H]1NC(=O)c2cc([N+](=O)[O-])cc(I)c2NCCC[C@@H](C(N)=O)NC(=O)[C@H](CO)NC1=O,0.14,0.24,-27
CCC(C)Sc1nc2c(c(=O)[nH]c(=O)n2C)n1CCc1ccccc1 (stereo not given),-0.93,-0.8,43
O=S(=O)(c1ccc(S(=O)(=O)N2CCN(C/C=C/c3ccccc3)CC2)cc1)N1CCCC1,-0.21,0.42,.
O=C(CN(C1CCCCC1)S(=O)(=O)c1ccc(F)cc1)NCc1ccncc1,-0.06,-0.37,-100
c1ccc2c(c1)ccc1ncccc12,.,.,43
CCOC(=O)C1CCCN(S(=O)(=O)c2cc(OCC(=O)NC3CCCCC3)c(C)cc2Cl)C1 (stereo not given),0.53,0.86,67
CN(C)CCNC(=O)c1cc(Br)ccc1Cl,0.38,-0.87,3
Cc1cccc(NC(=O)C2CCCN2S(=O)(=O)c2ccc3c(c2)n(C)c(=O)c(=O)n3C)c1 (stereo not given),1.7,0.8,-32
CCC(=O)Nc1ccc2c(c1)C(=O)N(C)C2=O,-0.31,-0.4,4
Cc1ccc(C)c(S(=O)(=O)NCCOC(=O)Nc2sc(=S)n(C)c2C)c1,0.92,0.89,-47
Cc1cccc(C(=O)N2CCN(Cc3ccc4c(c3)OCO4)CC2)c1,0.14,-0.27,.
NS(=O)(=O)c1ccc(NC(=S)NC(=O)C2CCCCC2)cc1,.,.,43
CC1=CCC(C(=O)O)C(C(=O)Nc2nc3ccc(S(C)(=O)=O)cc3s2)C1 (stereo not given),1.1,0.51,-33
CN(C(=O)COc1ccc(Cl)cc1Cl)c1nnc(C23CC4CC(CC(C4)C2)C3)s1,-0.7,-1.7,51
CC1CCN(C(=O)Nc2ccc3nsnc3c2)CC1,-0.41,-0.21,49
COc1ccccc1NC(=O)N(Cc1ccco1)Cc1cc2c(C)ccc(C)c2[nH]c1=O,-0.95,0.35,-133
COCCN(CC(=O)NCc1ccc(F)cc1)C(=O)CCC(=O)Nc1nccs1,-0.41,-0.09,.
O=C1CC(N2CCN(C3CCc4ccccc4C3)CC2)C(=O)N1c1ccccc1 (stereo not given),.,.,5
CCN1CCN(C(=S)c2ccc(Br)cc2)CC1,1.9,1.9,-3
CCOc1ccc(N=C2NC(=O)S/C2=C\c2ccc(O)cc2)cc1,-0.83,-0.29,30
COC(=O)C1=C(C(=O)c2ccc(C)cc2)C(c2ccc(OC)c(OC)c2)n2nnnc2N1 (stereo not given),0.14,-0.25,31
COc1cc(-c2nc3cnccn3c2Nc2ccc(C(C)C)cc2)ccc1O,-1.2,-0.21,-18
COC(=O)Nc1ccc(S(=O)(=O)Nc2cnc3ccccc3n2)cc1,.,.,16
Cn1c(CN2CCOCC2)nnc1SCC(=O)Nc1ccc2c(c1)OCCO2,1.6,1.5,-20
O=C(Cn1nc(-c2ccccc2)ccc1=O)NCC1COCCO1 (stereo not given),0.47,-0.51,100*

# Later entries.
SMILES,sdo1 growth,sdo1 growth Rescue 24 h,Insulin prom inh
O=C(CN1CCC(n2nnc3cc(C(F)(F)F)ccc32)CC1)N1CCc2ccccc21,-0.16,0.2,.
COCCCNC(NC(=O)c1ccc(Cl)cc1)C(Cl)(Cl)Cl (stereo not given),0.54,-0.37,.
O=S(=O)(c1ccc(N2CCCC2)cc1)C(F)(F)F,1.3,1.9,-110
CCN(c1cccc(C)c1)S(=O)(=O)c1cnc[nH]1,0.79,0.27,-50
C=CCn1c(SCC(=O)Nc2ccc3c(c2)OCCO3)nnc1-c1ccco1,0.03,0.42,21
O=C1CN(C(=O)CSc2nnnn2-c2ccc(Cl)cc2)c2ccccc2N1,1.2,1.1,-46
O=C(CN(CCCN1CCOCC1)C(=O)Cn1nnc(-c2ccc(F)cc2)n1)NC1CCCCC1,0.07,0.08,15
CN(C)C(=O)NC1C=CS(=O)(=O)C1 (stereo not given),0.04,-0.82,21
CCOC(=O)c1c(NC(=O)CNC2CCCCC2)sc(C)c1C,.,.,-27
COc1ccc(C(=O)NC(=S)Nc2nnn(C)n2)cc1,1.7,2.1,.
CCN(CC)c1ccc(C(=O)NC(=S)N2CCN(Cc3ccc4c(c3)OCO4)CC2)cc1,-0.97,-0.57,-123
COC(=O)c1ccc(NC(=O)CN2C(=O)CNC2=O)cc1,0.07,-1.1,0
CCC(=O)Oc1ccc2oc(=O)cc(C)c2c1,1.3,0.6,33
CCc1nn(CC(=O)NCCN2CCN(C)CC2)c(=O)c2cc3occc3n12,1.2,1.1,.
O=S(=O)(NCc1cccs1)NCc1ccccc1F,.,.,15
Cc1ccccc1Cn1c(=O)sc2ccccc2c1=O,.,.,-36
CC(C)(C)OC(=O)NCCCC(CCCNC(=O)OC(C)(C)C)C(=O)O,1.1,1.1,.
CCCCN(c1ccc(C(=O)OC)cc1)S(=O)(=O)c1ccccc1,.,.,27
N#Cc1c(NC(=O)C2CC=CCC2C(=O)O)sc2c1CCCCCC2 (stereo not given),0.11,-0.01,-173
CC(C)CC(NC(=O)C1CCCCC1)C(=O)NCc1ccccn1 (stereo not given),0.08,-0.46,38
CCOC(=O)c1c(NC(=O)c2ccccc2)sc2c(O)c(CN(CC)CC)ccc12,-0.85,-0.3,.
CC(=O)N1C(C)(C)CC(=NOS(=O)(=O)c2ccccc2)CC1(C)C,.,.,46
COC(=O)C1=CN(C2CC2)C=C(C(=O)OC)C1c1ccc(C(F)(F)F)cc1,.,.,32
CCN(CC)S(=O)(=O)c1ccc(NC(=O)C2CCCO2)cc1 (stereo not given),0.13,0.14,-66

# Three compounds out of the list above, arranged by their value in sdo1 growth Rescue 24 h, falling:
SMILES,sdo1 growth,sdo1 growth Rescue 24 h,Insulin prom inh
CCOc1cc2[nH]c(=O)n(CCCCC(=O)NCc3ccco3)c(=O)c2cc1OCC,1.7,2,22
Cc1ccc(-c2noc(CCC(=O)NCCc3ccccc3Cl)n2)cc1,-0.65,0.08,57
CC1CCN(C(=O)Nc2ccc3nsnc3c2)CC1,-0.41,-0.21,49

# Remaining list, next part
SMILES,sdo1 growth,sdo1 growth Rescue 24 h,Insulin prom inh
CC1CN(C(=O)c2cc3c(s2)CCC3)CC(C)O1 (stereo not given),0.32,0.06,32
Cc1nc(C(=O)N(C)C)nn1-c1cc(Cl)cc(Cl)c1,0.28,-0.45,43
CN(C)S(=O)(=O)c1ccc(NC(=O)c2ccc(Br)o2)cc1,-0.22,-0.83,6
CC(C)Cc1cc(C(=O)NCCc2ccccc2)no1,1.4,1.4,0
O=C(c1ccco1)N1CCN(Cc2nnnn2CCc2ccccc2)CC1,0.93,0.06,.
Cc1ccc2cc3cc(C(=O)NCCCN4CCc5ccccc5C4)oc3nc2c1,-0.46,-1.4,-75
CCn1ccnc1CN(C)Cc1cn(C)nc1-c1ccccc1F,.,.,-14
COc1cccc(C2CN(c3ccc(F)cc3F)N=C2c2cccs2)c1OC (stereo not given),-0.3,0.15,10
COc1cc(OC)nc(/N=C/N(C)C)n1,.,.,6
O=S(=O)(Cc1ccccc1)N1CCN(C2Cc3ccccc3C2)CC1,-0.13,0.08,3
COc1cc([N+](=O)[O-])cc(/C=N/NC(=O)c2ccc(NC(=O)c3ccc(C)cc3)cc2)c1O,.,.,-459
Cc1ccc(NC(=O)CCl)cc1S(=O)(=O)N1CCCCCC1,.,.,0
CCN1C(=O)/C(=C\c2cn(-c3ccccc3)nc2-c2cccnc2)SC1=S,.,.,-46
O=C(CSc1nnc(-c2ccc3c(c2)OCO3)n1-c1ccccc1)c1ccc(Cl)cc1,-0.66,-0.5,-13
Cn1cccc1C(=O)c1ccc(Cl)cc1Cl,1.5,1,12
COC(=O)c1ccccc1NC(=O)c1ccc(COc2cccc3ccccc23)o1,-1,-0.91,.
CCc1ccc(N(C(=O)Cn2nnc(-c3ccccc3)n2)C(C(=O)NC2CCCCC2)c2ccccn2)cc1 (stereo not given),0.64,0.9,-7
Cc1ccn2c(NCc3ccc4c(c3)OCO4)c(-c3ccc(O)cc3)nc2c1,0.04,-0.42,.
CC(=O)c1c(OC(=O)c2ccco2)c2ccccc2n1C,0.26,0.27,.
Cc1[nH]n(-c2ccccc2)c(=O)c1C(c1cccc([N+](=O)[O-])c1)c1c(C)[nH]n(-c2ccccc2)c1=O,-0.2,0.02,7
CCCOc1cccc(C2/C(=C(/O)c3ccc(OC)cc3)C(=O)C(=O)N2CCN(C)C)c1 (stereo not given),0.08,-0.39,-27
Cc1nc(SCC(=O)c2ccc(F)cc2)n[nH]1,1.1,1.3,.
COc1ccc(N=C2S/C(=C\c3cccs3)C(=O)N2CC(C)C)cc1,-1.3,-0.09,3
O=C(CCCc1nc(-c2ccccc2Cl)no1)NC1CCCCC1,-0.64,-0.65,-150

# Structural class: those above with fluorine.
SMILES,sdo1 growth,sdo1 growth Rescue 24 h,Insulin prom inh
CSc1nn2cc(CCN3CCOCC3)c(-c3ccc(F)cc3)nc2c1C#N,.,.,-156
O=C(NNC(=S)Nc1cccc(C(F)(F)F)c1)c1ccccc1Cl,0.57,0.2,35
O=C(Cn1c(C(F)(F)F)nc2ccccc21)N/N=C/c1ccco1,.,.,27
O=C(O)c1ccc2c(=O)n3c(nc2c1)/C(=C/c1ccccc1C(F)(F)F)CCCC3,1.7,2,.
COC(=O)CN1C(=S)N(c2ccc(Cl)cc2)C(=O)C1CC(=O)Nc1ccc(F)cc1 (stereo not given),0.98,1.5,.
O=C(CN(C1CCCCC1)S(=O)(=O)c1ccc(F)cc1)NCc1ccncc1,-0.06,-0.37,-100
COCCN(CC(=O)NCc1ccc(F)cc1)C(=O)CCC(=O)Nc1nccs1,-0.41,-0.09,.
O=C(CN1CCC(n2nnc3cc(C(F)(F)F)ccc32)CC1)N1CCc2ccccc21,-0.16,0.2,.
O=S(=O)(c1ccc(N2CCCC2)cc1)C(F)(F)F,1.3,1.9,-110
O=C(CN(CCCN1CCOCC1)C(=O)Cn1nnc(-c2ccc(F)cc2)n1)NC1CCCCC1,0.07,0.08,15
O=S(=O)(NCc1cccs1)NCc1ccccc1F,.,.,15
COC(=O)C1=CN(C2CC2)C=C(C(=O)OC)C1c1ccc(C(F)(F)F)cc1,.,.,32
CCn1ccnc1CN(C)Cc1cn(C)nc1-c1ccccc1F,.,.,-14
COc1cccc(C2CN(c3ccc(F)cc3F)N=C2c2cccs2)c1OC (stereo not given),-0.3,0.15,10
Cc1nc(SCC(=O)c2ccc(F)cc2)n[nH]1,1.1,1.3,.

# Screens from PubChem BioAssay.
